Screening data deposited in PubChem by several laboratories.
CRFBP-R2 block: antagonists of CRF-binding protein/CRF-R2 receptor complex; HEK293 CRF-R2/CRF-BP, CRF-induced calcium fluorescence; inhibition, % at 11.8 µM; 0.59% of 350,000 active;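 active = inhibition of the ligand-induced calcium signal above about 50% at the single tested concentration, limit read from the data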
p-CIP stab down: lowers stability of the mouse p/CIP coactivator protein; F442A p/CIP-EGFP cells, EGFP fluorescence, 16 h; decrease of EGFP signal, % at 10 µM; 0.01% of 290,000 active;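 active = EGFP signal decrease of at least 30% at 10 µM or well 3 SD below plate mean, unless failing retest; inactive = the rest, including hits failing retest or dose response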; note: some compounds called inactive have numbers as strong as hits; many of its hits are not listed in these tables
PHOSPHO1 inh: inhibitors of human PHOSPHO1 phosphatase; recombinant PHOSPHO1, absorbance phosphatase assay; inhibition, % at 13.3 µM; 1.1% of 290,000 active; AID 1565; in the data active = inhibition above about 60%
Target sequence (Q8TCT1 whole entry, looked up): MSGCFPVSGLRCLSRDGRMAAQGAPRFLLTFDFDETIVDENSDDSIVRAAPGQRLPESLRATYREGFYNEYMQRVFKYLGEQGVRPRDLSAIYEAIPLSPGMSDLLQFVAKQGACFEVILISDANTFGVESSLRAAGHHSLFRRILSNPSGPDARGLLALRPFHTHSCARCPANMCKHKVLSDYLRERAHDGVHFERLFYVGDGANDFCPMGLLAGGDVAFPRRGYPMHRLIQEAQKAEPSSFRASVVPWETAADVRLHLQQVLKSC
IDE act: boosts human insulin-degrading enzyme activity in HEK cells; P14735; FAbeta-B cleavage, fluorescence polarization; 0% vehicle, 100% cell-free pure enzyme wells; activation, % at 5.96 µM; 0.073% of 340,000 active; AID 493087;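 active = activation above the mean of all tested compounds plus 3 SD, set per screening campaign, cut at about 17% in these data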
GalR3 antag: human GalR3 antagonism | inhibition, % at 3 µM | O60755 | HEK293 GalR3-CNG cAMP membrane potential fluorescence; galR3 body fused to GalR1 C-terminus | 0.44% of 360,000 active;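 active = inhibition above the screen-wide average plus 3 SD, cut at about 13% in these data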;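 note: forskolin and galanin both at EC90 stimulate the cells; cAMP rise reported by CNG channel membrane potential dye signal; 0% = forskolin plus galanin with DMSO and 100% = forskolin alone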
Target sequence (O60755 1-299 limits assumed): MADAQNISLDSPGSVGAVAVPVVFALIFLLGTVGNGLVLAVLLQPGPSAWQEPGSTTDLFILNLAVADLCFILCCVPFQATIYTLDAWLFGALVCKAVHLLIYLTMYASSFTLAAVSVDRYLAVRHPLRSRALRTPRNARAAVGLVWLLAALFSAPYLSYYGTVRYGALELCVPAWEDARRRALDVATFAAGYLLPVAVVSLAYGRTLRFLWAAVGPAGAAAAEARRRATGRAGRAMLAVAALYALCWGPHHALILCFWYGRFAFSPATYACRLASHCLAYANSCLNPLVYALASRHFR
CRFR2-BP ag: CRF-BP/CRF-R2 complex agonism; activation, % at 13.2 µM; HEK293 CRF-R2/CRF-BP, calcium dye fluorescence (FLIPR); percent of saturating CRF peptide response; 0.46% of 350,000 active;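 active = activation of at least 50%, plus an integration ratio under a set limit after plate pattern correction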;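 note: plate controls were neutral control wells without compound for no effect and CRF at EC100 for full effect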
MEKK3 PB1 HTS: modulators (inhibitors or enhancers) of MEK5 binding to human MEKK3 PB1 domain | Q99759 | bead-based flow cytometry, Alexa488-MEK5 binding to MEKK3; actives lie on both sides; 0 = blocked by unlabeled MEK5, 100 = vehicle | 1.4% of 290,000 active | binding response (% of control), % at 10 µM;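 active = binding response more than 3 SD above or below the average of its plate-row segment, actives on both sides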;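 note: Alexa488 bead fluorescence after subtracting the streptavidin-only scavenger bead signal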
IDE inh: cellular human IDE inhibition; HEK cells, FAbetaB cleavage, fluorescence polarization; 0.41% of 320,000 active; inhibition, % at 5.59 µM;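 active = percent inhibition above the average of all tested compounds plus 3 SD, set per screening campaign, cut at about 16% in these data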;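 note: IDE supplied by intact live HEK cells; FP after avidin binding of uncleaved biotin substrate so inhibition keeps polarization high; 0% = DMSO wells and 100% = 60 µM reference IDE inhibitor Ii1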
M4 PAM: potentiates acetylcholine response at human M4 receptor; CHO-K1 hM4/Gqi5, Fluo-8 calcium fluorescence, ACh EC20; 0% = ACh EC20, 100% = maximal ACh; activation, % at 3 µM; 0.4% of 360,000 active; AID 624126;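 active = activation above its plate's cutoff, the mean activation of sample wells plus 3 SD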; note: some results filed as inactive read as strong as hits
Target sequence (P08173 whole entry, looked up): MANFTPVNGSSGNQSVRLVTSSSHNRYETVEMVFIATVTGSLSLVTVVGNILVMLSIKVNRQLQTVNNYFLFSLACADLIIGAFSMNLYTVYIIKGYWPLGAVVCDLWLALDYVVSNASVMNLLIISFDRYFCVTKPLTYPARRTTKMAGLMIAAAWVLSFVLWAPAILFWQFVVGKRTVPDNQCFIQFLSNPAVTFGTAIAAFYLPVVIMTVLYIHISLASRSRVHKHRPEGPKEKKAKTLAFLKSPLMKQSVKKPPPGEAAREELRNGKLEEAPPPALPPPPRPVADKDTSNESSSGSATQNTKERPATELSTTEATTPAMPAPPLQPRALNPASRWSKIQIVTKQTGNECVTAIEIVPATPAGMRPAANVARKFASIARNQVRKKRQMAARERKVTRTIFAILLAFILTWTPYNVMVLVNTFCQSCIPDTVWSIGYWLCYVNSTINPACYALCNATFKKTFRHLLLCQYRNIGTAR
Numbers without * were called inactive; x = no result given; [ ] = remark or other dose. Hits appear at their usual frequency. About 4.2% of those tested had a hit in this group.

| CRFBP-R2 block | p-CIP stab down | PHOSPHO1 inh | IDE act | GalR3 antag | CRFR2-BP ag | MEKK3 PB1 HTS | IDE inh | M4 PAM | Structure |
| --- | --- | --- | --- | --- | --- | --- | --- | --- | --- |
| -11 | -14 | 33 | -4 | -1 | 0.1 | 101 | 10 | 2 | CCOC(=O)c1ccc(NC(=O)c2ccc3c(c2)C(=O)N(Cc2cccnc2)C3=O)cc1 |
| -11 | 5 | -22 | -6 | -6 | 2.2 | 100 | 3 | 10 | CNC(=O)c1cc(S(=O)(=O)N(C)C)ccc1Cl |
| -2 | -10 | 2 | 2 | -8 | 0.7 | 101 | 1 | -4 | O=C(NNC(=O)C12CC3CC(CC(C3)C1)C2)c1ccccc1[N+](=O)[O-] |
| 12 | -1 | -4 | -1 | -3 | -0.3 | 99 | 1 | 6 | CCN(CC)S(=O)(=O)c1ccc(N2CCOCC2)c(NC(=O)Cc2ccc(Cl)cc2)c1 |
| -20 | -7 | 4 | 0 | -2 | 1.4 | 93 | 8 | -12 | CC(C)(C)c1ccc(S(=O)(=O)N2CCSC2)cc1 |
| 11 | 0 | -10 | 4 | -4 | -0.6 | 106 | 9 | 9 | COC(=O)c1sc(S(=O)(=O)N2CCN(c3ccccc3)CC2)c(C(=O)OC)c1C |
| 6 | -11 | 20 | 1 | -8 | 1.9 | 100 | -3 | -8 | COc1ccc(C(=O)Nc2oc(-c3ccccc3)c(-c3ccccc3)c2C#N)cc1 |
| 14 | -16 | 33 | -1 | -1 | -0.5 | 87 | 3 | 1 | Nc1c2c(nc3ccccc13)CCCC2=O |
| -41 | -12 | 30 | -2 | -4 | -1.9 | 99 | -4 | -9 | CC1CCN(CC(=O)Nc2ccc(N3CCCCCC3)cc2)CC1 |
| -23 | -10 | 37 | 0 | 0 | 0.2 | 100 | 0 | 4 | COc1ccccc1NS(=O)(=O)c1cccc(C(=O)N/N=C/c2ccccc2OCC(=O)O)c1 |
| -9 | -13 | 2 | -4 | -9 | -0.7 | 102 | 0 | 0 | NCCN1C(=O)S/C(=C\c2ccc3c(c2)OCO3)C1=O |
| 13 | -3 | 16 | -1 | 8 | -0.2 | 39*[inhibitor] | 5 | -6 | O=c1[nH]nc(CNc2ccc(OC(F)(F)F)cc2)c2ccccc12 |
| -6 | -4 | 16 | 5 | -6 | -0.5 | 95 | -3 | -7 | COc1cccc(NC(=O)Nc2nnc(CC(=O)Nc3ccccc3)s2)c1 |
| -11 | -8 | -1 | 5 | 3 | -2.0 | 108 | 1 | -9 | O=C(c1cccc([N+](=O)[O-])c1)n1nc(-c2ccccc2)nc1NCc1ccccc1 |
| 8 | 5 | 18 | 5 | x | -5.9 | 100 | -6 | 5 | COc1ccccc1CNC(=O)c1cc(S(=O)(=O)N2CCCC2)cn1C |
| 15 | -22 | 11 | 2 | -1 | 3.7 | 102 | 8 | 2 | C=CCn1c(SCc2c(C)noc2C)nc2sc3c(c2c1=O)CCCCC3 |
| 2 | x | x | 4 | -6 | -4.8 | x | 2 | -8 | COc1ccc2c(c1)c(C(C)=O)c(C)n2-c1ccccc1OC |
| 5 | -21 | 24 | 0 | -11 | 0.4 | 104 | 1 | -6 | CCCn1c(SCC(=O)NNC(=O)c2ccc(OC)cc2)nnc1C(C)C |
| -1 | 0 | 5 | 4 | -6 | 0.3 | 95 | 6 | 2 | CC(=O)N(C(C)=O)c1c(N2CCOCC2)c2ccccc2oc1=O |
| 10 | -4 | 1 | 4 | 2 | 1.0 | 100 | 1 | 0 | CC(C)C(C)(C#N)NC(=O)CSc1nc2scc(-c3ccc(F)cc3)c2c(=O)n1Cc1ccccc1 (configuration not stated) |
| 3 | 13 | -12 | 5 | -4 | -2.5 | 102 | -1 | -3 | O=C(NC(=S)Nc1ccccc1N1CCOCC1)c1ccccc1F |
| -17 | 10 | 3 | 4 | 0 | 0.2 | 111 | -5 | -1 | COc1ccc(/C=N/c2c(-c3ccc(OC)cc3)nc3n2CCS3)cc1 |
| 0 | x | x | x | -6 | 5.4 | x | x | -5 | CCCCCCN1C[C@H](n2cc(COC(=O)c3ccccc3)nn2)[C@@H](O)C[C@@H]1c1ccc(C)cc1 |
| 0 | 1 | 23 | -4 | 0 | 0.7 | 105 | 3 | -2 | Cc1ccc(NC(=O)CCCC2CCCCC2)c(O)c1 |
| 22 | 2 | 11 | 3 | -5 | 0.7 | 97 | 3 | 0 | CCCc1nc2ccccc2c(C(=O)OCC(=O)c2ccc3c(c2)NC(=O)CO3)c1CC |
| 1 | -6 | 1 | 5 | 4 | -0.7 | 99 | 2 | 22 | CCOC(=O)c1cccc(NC(=O)C(C)N2C(=O)c3ccccc3C2=O)c1 (configuration not stated) |
| 8 | -20 | 2 | -1 | -5 | 3.2 | 94 | -6 | 6 | CC1Cc2ccccc2N1C(=O)C1CCN(S(=O)(=O)c2cccs2)CC1 (configuration not stated) |
| -14 | 3 | 14 | 7 | 2 | -1.5 | 102 | 4 | 5 | Nc1c2c(nc3ccccc13)N(c1ccccc1)CC2 |
| -20 | 5 | 17 | 2 | -5 | -0.2 | 112 | 0 | -9 | CCC(C)(C(=O)NC1CCCC1)N(C(=O)c1ccccn1)c1ccc(C)cc1 (configuration not stated) |
| 2 | -13 | 20 | 1 | -1 | 4.3 | 103 | 7 | 1 | CC(=O)c1cc(OC(=O)c2ccncc2)ccc1OC(=O)c1ccncc1 |
| -8 | -9 | 26 | 6 | -7 | 1.8 | 96 | 2 | -3 | COc1ccc(CCNS(=O)(=O)c2ccc3c(c2)NC(=O)C(C)S3)cc1OC (configuration not stated) |
| 2 | 6 | -3 | -2 | -8 | 1.4 | 101 | 8 | 5 | CC(C)NC(=O)COCc1cc(-c2ccc3c(c2)OCO3)on1 |
| 13 | -20 | -6 | 4 | -4 | 0.6 | 100 | -3 | -8 | CC(C)N1CCN(Cc2ccc(C#CC(C)(C)O)cc2)CC1CCO (configuration not stated) |
| -17 | x | x | x | -4 | 1.9 | x | x | -6 | O=C(NCC(c1ccco1)N1CCCC1)c1cccc(S(=O)(=O)N2CCc3ccccc32)c1 (configuration not stated) |
| 4 | 2 | 30 | 5 | -2 | -0.7 | 104 | 1 | 1 | CCCCOc1ccc(C(=O)N2CCNC(=O)C2CC(=O)OC(C)C)cc1 (configuration not stated) |
| -6 | -5 | -9 | -7 | -3 | 2.9 | x | 4 | 9 | Cc1nnc(N(C)C(=O)c2ccccn2)s1 |
| 0 | -2 | -2 | 4 | -3 | 0.4 | 111 | -2 | -6 | COc1cc2c(cc1NC(=O)CSc1ccccc1)oc1ccccc12 |
| 10 | -9 | 23 | 3 | 0 | 4.1 | x | 2 | 1 | Cc1sc(-n2cccc2)c(C(=O)O)c1C |
| 6 | -12 | -45 | 0 | -6 | -1.1 | 107 | 5 | -1 | COc1ccc(NC(=O)c2ccc3nccnc3c2)cc1 |
| 17 | 4 | 5 | 1 | -6 | -2.2 | 98 | 2 | 1 | CC(C)CC1NC(=O)N(CC(=O)N2CCCc3ccccc32)C1=O (configuration not stated) |
| x | 0 | 4 | x | x | x | 99 | -7 | x | CCN1CCN(CCCCSc2ccccc2)CC1 |
| -1 | 8 | -1 | -4 | -7 | 0.5 | 95 | 1 | -11 | O=C1OCCC1Sc1nc2ccccc2c(=O)n1Cc1ccccc1 (configuration not stated) |
| -11 | -9 | 36 | -1 | -2 | -0.3 | 105 | 1 | 5 | COc1ccc(CCNC(=S)Nc2cc(C)ccc2C)cc1 |
| 7 | x | x | 1 | -4 | -2.2 | x | 1 | 9 | CC(=O)NC(CC(=O)OC(C)C(=O)Nc1ccc(Cl)cn1)c1ccccc1 (configuration not stated) |
| 31 | 0 | -7 | 3 | -8 | 0.2 | 99 | 0 | -1 | Cc1ccccc1OCCCC(=O)Nc1ccc2c(c1)OCO2 |
| 43 | -2 | 23 | 2 | -3 | -0.7 | 104 | 4 | 6 | Nc1c(-c2ccc(Cl)cc2)cnc2ncnn12 |
| -3 | -3 | 12 | -7 | -7 | 1.5 | 101 | 2 | 5 | Cn1cccc1/C=N/NC(=O)c1cc2ccccc2cc1O |
| -51 | 1 | -3 | -1 | -7 | 0.8 | 111 | 1 | 9 | CC(C)(C)C(=O)c1sc(Nc2ccccc2)nc1N |
| 3 | 9 | -3 | 4 | -1 | -0.8 | 78 | 1 | 10 | Cc1nnc(NC(=O)CCC(=O)N2CCC(C)CC2)s1 |
| -17 | -5 | 15 | -1 | 0 | 1.5 | 102 | -1 | -1 | COc1ccccc1C(=O)NC(=S)NC12CC3CC(CC(C3)C1)C2 |
| 8 | -7 | 4 | -1 | -3 | 0.0 | 103 | 14 | 4 | Cc1cc(N2CCCCC2)n2nc(C)c(-c3ccccc3)c2n1 |
| 4 | -9 | 41 | 1 | -1 | -0.2 | 108 | 0 | -6 | CC1CCN(CCCNC(=O)CN2C(=O)CSc3ccc(S(=O)(=O)N4CCCCC4)cc32)CC1 |
| -2 | x | x | 0 | -4 | -0.3 | x | -3 | 3 | Cc1c(C(=O)OCC(=O)N2CCCC(C)C2)oc2ccccc12 (configuration not stated) |
| 13 | 0 | 26 | 5 | -4 | 2.4 | 102 | 5 | 0 | O=C(CN1C(=O)CCS(=O)(=O)c2ccccc21)Nc1cccc(F)c1 |
| -7 | -1 | -6 | 6 | -5 | -2.5 | 103 | -1 | -4 | O=C(NCc1ccccn1)c1ccc(CNS(=O)(=O)c2cccc(C(F)(F)F)c2)cc1 |
| -12 | -10 | 31 | -1 | -13 | 0.4 | 105 | 3 | -10 | Cc1cc(NC(=O)CCN2CCN(Cc3ccccc3)CC2)ccc1Br |
| -25 | -10 | -11 | 1 | x | -4.2 | 107 | 2 | -7 | COc1ccc(C(=O)NCCCc2nc3ccccc3n2Cc2cc(C)ccc2C)cc1OC |
| 1 | -2 | -7 | -4 | 5 | 2.0 | 102 | 5 | 12 | CN(C)CCn1c(=S)[nH]c2ccc(Cl)cc2c1=O |
| -9 | 5 | 7 | -1 | -5 | -0.1 | 96 | x | -6 | CC1CCCN(S(=O)(=O)c2ccc(S(=O)(=O)N3CCCN(Cc4ccccc4)C3)cc2)C1 (configuration not stated) |
| -5 | -15 | 36 | -4 | -4 | 1.0 | 99 | 4 | 4 | Cc1ccc(/C=C2/NC(=O)N(c3ccccc3)C2=O)o1 |

Additional entries.
| CRFBP-R2 block | p-CIP stab down | PHOSPHO1 inh | IDE act | GalR3 antag | CRFR2-BP ag | MEKK3 PB1 HTS | IDE inh | M4 PAM | Structure |
| --- | --- | --- | --- | --- | --- | --- | --- | --- | --- |
| -23 | 21 | 14 | -1 | -5 | 0.2 | 103 | 7 | -7 | Cc1nc2ccccc2nc1Nc1cccc(Cl)c1 |
| -11 | -8 | 12 | 5 | -2 | 1.1 | 107 | 2 | 4 | CCC(Sc1ccccn1)C(=O)Nc1nnc(C)s1 (configuration not stated) |
| -28 | -20 | -11 | 7 | x | 1.1 | 99 | -1 | 2 | c1ccc(N2CCN(Cc3cn4cccnc4n3)CC2)cc1 |
| 39 | 1 | 38 | 2 | 1 | 3.1 | 96 | 1 | 12 | O=C(Nc1cccnc1)C1(F)C(F)(F)C(F)(F)C(F)(F)C(F)(F)C1(F)F |
